# Compound activity: PubChem, several laboratories
# 14-3-3 Bad inh: disrupts binding of bovine 14-3-3 zeta to phospho-Bad peptide. P63103. TR-FRET 14-3-3zeta/Dy647-pBad peptide displacement, 1 h. inhibition, % at 21.7 µM. 0.71% of 220,000 active;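 active means inhibition above about 70%, limit read from the data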;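 further: 0% = full 14-3-3 plus peptide FRET controls and 100% = background without 14-3-3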
# PPC-1+TRAIL kill: compounds killing PPC-1 cancer cells with TRAIL present (potentiator screen, no TRAIL-free arm). cell killing (% activity), % at 4 µM. PPC-1 cells + TRAIL, ATPLite viability luminescence. 0.41% of 220,000 active. AID 1443;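 active means cell killing above 50% in the first pass at 4 µM, then a duplicate retest at 5 µM averaging 50% or more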;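 further: plate controls were cells with TRAIL plus DMSO for no effect and medium-only wells lacking cells for full effect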
# PGE2 EP2 inh: inhibitors of human EP2 prostaglandin E2 receptor | C6 glioma cells expressing human EP2, cAMP TR-FRET; cells stimulated with saturating PGE2 | inhibition, % at 25 µM | 0.52% of 260,000 active | AID 1422;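 active means percent inhibition above 40 after rounding to a whole number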;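 further: rat C6 glioma host cells with rolipram phosphodiesterase inhibitor present; the protocol text gives 20 µM as final concentration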
# CHOP inh: inhibitors of CHOP induction in ER stress response | CHO-K1 CHOP-promoter luciferase, tunicamycin-induced, 15-18 h | inhibition, % at 10 µM | 3.8% of 220,000 active | AID 2732;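 active means compounds that reduced the stress-induced luciferase reporter signal by more than about 70% of percent inhibition, limit read from the data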;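 further: 0% = tunicamycin plus vehicle and 100% = wells without tunicamycin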
# TRPML3 agonist: human mucolipin-3 channel agonism; activation, % at 3 µM; Q8TDD5; 0.29% of 220,000 active; HEK293 TRPML3-YFP, Fluo-8 calcium fluorescence; 100% = the carbachol control signal;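 active means activation above its plate's cutoff, the mean activation of the plate's test wells plus 3 SD, cut at about 12% in these data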;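 further: 0% = DMSO only wells and 100% = carbachol wells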
# Target sequence (Q8TDD5 whole entry, looked up): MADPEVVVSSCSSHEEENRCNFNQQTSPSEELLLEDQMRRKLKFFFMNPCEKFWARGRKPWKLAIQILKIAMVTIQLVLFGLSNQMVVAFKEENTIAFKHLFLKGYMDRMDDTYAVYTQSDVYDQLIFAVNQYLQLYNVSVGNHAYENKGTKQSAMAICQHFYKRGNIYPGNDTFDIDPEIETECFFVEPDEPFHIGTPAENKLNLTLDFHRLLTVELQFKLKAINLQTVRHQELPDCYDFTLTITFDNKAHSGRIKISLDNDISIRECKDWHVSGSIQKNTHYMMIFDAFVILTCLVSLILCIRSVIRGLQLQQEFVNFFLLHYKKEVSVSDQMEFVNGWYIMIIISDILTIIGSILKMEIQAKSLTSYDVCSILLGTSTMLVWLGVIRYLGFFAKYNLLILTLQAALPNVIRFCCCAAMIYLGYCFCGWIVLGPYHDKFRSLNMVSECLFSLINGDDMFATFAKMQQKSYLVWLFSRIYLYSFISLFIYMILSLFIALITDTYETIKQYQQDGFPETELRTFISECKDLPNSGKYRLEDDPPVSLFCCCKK
#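 Test system: TRPML3-YFP stable HEK293 cells. Doses: single point at 3 µM. Incubation: dye loading 1 h 37 °C then 30 min ambient, 125 s read. Signal: Fluo-8 calcium dye fluorescence, ex 470-495, em 515-575 nm. Measure: percent activation from peak-to-basal fluorescence ratio, scaled between DMSO and carbachol.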
# NPY1 pot ag: potentiates or activates human NPY-Y1 receptor. P25929. NPY-Y1 expressing cells, potentiator/agonist activation. activation, % at 3.6 µM. 0.37% of 220,000 active. AID 1304; in the data active means activation above about 33%, passing the limit was not always enough;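 further: cells stimulated with NPY at EC10 then isoproterenol at EC100; 0% = low agonist plus stimulus and 100% = saturating agonist plus stimulus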
# Target sequence (P25929 whole entry, looked up): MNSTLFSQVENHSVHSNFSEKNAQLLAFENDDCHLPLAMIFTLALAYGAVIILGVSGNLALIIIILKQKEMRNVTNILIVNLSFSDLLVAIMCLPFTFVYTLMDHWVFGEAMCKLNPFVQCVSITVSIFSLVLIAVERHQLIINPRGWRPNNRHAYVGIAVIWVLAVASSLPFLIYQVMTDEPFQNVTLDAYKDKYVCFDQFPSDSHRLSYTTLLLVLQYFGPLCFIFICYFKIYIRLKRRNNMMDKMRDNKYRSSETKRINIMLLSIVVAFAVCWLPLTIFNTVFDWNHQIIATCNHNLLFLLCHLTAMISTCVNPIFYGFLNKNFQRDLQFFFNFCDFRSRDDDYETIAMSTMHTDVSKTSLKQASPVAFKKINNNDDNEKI
# NPY Y1 blocker: antagonists of human neuropeptide Y receptor Y1 | 1% of 200,000 active | inhibition, % at 3.6 µM | HEK293-CNG Y1 cells, membrane potential fluorescence; NPY at EC95, then isoproterenol;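 active means inhibition above the campaign mean inhibition of all tested compounds plus 3 SD, cut at about 20% in these data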;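 further: 0% = DMSO wells given NPY plus isoproterenol and 100% = isoproterenol alone without NPY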
#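 Material: HEK293 Y1/CNG channel cell line; also added: NPY (25 nM), isoproterenol (1 µM), Ro 20-1724 (25 µM); doses: one concentration, 3.6 µM, in 0.4% DMSO; schedule: compound incubation 1 h at room temperature, readout 45 min post-stimulation; technique: membrane potential fluorescence; measure: fluorescence ratio normalized to % inhibition between controls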
# TRPN1 ag: activates the zebrafish TRPN1 channel; HEK293 zebrafish TRPN1-YFP, Fluo-8 calcium fluorescence; 100% = response to 87 µM carbachol; activation, % at 3 µM; 0.18% of 220,000 active; AID 1424;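 active means activation above its plate's cutoff, the mean activation of test wells on that plate plus 3 SD, cut at about 19% in these data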;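 further: 0% = DMSO alone and 100% = 87 µM carbachol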
#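 Material: zebrafish TRPN1-YFP in HEK293 cells; Doses: single test compound dose, 3 µM nominal, 0.3% DMSO; Timing: dye loading 1 h at 37 °C, then 30 min room temperature; Technique: intracellular calcium fluorescence with Fluo-8; Benchmarks: high carbachol 87 µM, low DMSO alone.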
# EP2 mod: modulates human prostaglandin E2 receptor EP2 signaling; AID 940; EP2-expressing cells, cAMP HTRF FRET, PGE2 co-stimulation; P43116; 0.83% of 260,000 active; induction, % at 25 µM;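 active means compounds whose cAMP rise, as percent of the full-agonist control response, exceeds 60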;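 further: rat C6 glioma line stably carrying human EP2 under a CMV promoter; the protocol text gives 20 µM as final concentration; 100% = response of wells given 1 µM PGE2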
# Active calls of the source: *; · = not tested or not shown; [ ] = remark or other dose.
Molecule	CHOP inh	PGE2 EP2 inh	NPY1 pot ag	EP2 mod	PPC-1+TRAIL kill	TRPN1 ag	14-3-3 Bad inh	NPY Y1 blocker	TRPML3 agonist
COc1ccccc1/C=N/NC(=O)c1ccc(CN2C(=O)c3cccc4cccc2c34)cc1	3	17	-15	-41	-1	1.0	0	·	0.7
Cc1cc(C)c2c(N=NN(C)C)[nH]nc2n1	1	5	-11	3	13	0.4	1	-6	0.1
COc1cc(OC)cc(-c2nc(-c3cc4cc(C)ccc4nc3OC)no2)c1	29	23	19	-6	-15	1.1	-6	-5	0.5
CCO[C@H]1OC(C(=O)N2CCN(Cc3ccc4c(c3)OCO4)CC2)=C[C@@H](C2CCCCC2)[C@@H]1CCCO	-2	10	0	0	3	-0.2	-6	3	-0.3
COC(=O)c1cc(C(=O)NCCCN2CCOCC2)cc([N+](=O)[O-])c1	21	4	1	14	4	0.1	-4	0	1.1
CCOc1cc2[nH]c(=O)n(Cc3ccc(C(=O)NCCOC)cc3)c(=O)c2cc1OCC	14	·	8	3	·	1.2	14[fluorescence artefact?]	6	0.5
COc1cc(NC(=O)COC(=O)CCc2cc(OC)c(OC)c(OC)c2)cc(OC)c1	-8	4	-8	-14	1	-0.9	-4	-1	0.7
COc1ccc(NC(=O)CC23CC4CC(CC(C4)C2)C3)cn1	8	7	-24	-48	2	1.9	4	9	1.3
CSc1nc2sccc2c(=O)[nH]1	2	5	6	-7	11	-0.2	-3	2	-0.3
CC(=O)Oc1ccc(C(C)=O)c2c1OCCO2	-6	8	-11	13	7	-0.1	-7	7	0.1
COc1ccc(SCc2noc(C(=O)NC(C)C)c2C(=O)O)cc1	17	7	-10	8	14	0.9	23[fluorescence artefact?]	13	0.1
COC(=O)/C(=C1/Oc2ccc(C(C)(C)C)cc2S1)C(F)(F)F	30	1	5	-29	2	0.4	-9	0	0.6
CCc1nc(NCc2cccnc2)c2oc3ccccc3c2n1	17	5	6	6	7	1.1	37	-2	0.2
Cc1ccc(NC(=O)CCNC(=O)c2ccc(Cl)cc2)cc1F	15	11	-12	9	18	0.3	-1[fluorescence artefact?]	0	-0.3
Cc1ccc(C(=O)Nc2cccc(C(F)(F)F)c2)cc1NC(=O)c1nccnc1N	51	-4	·	8	-8	·	-6	·	·
CC12CCC(C(=O)Nc3ccccc3)(C(Br)C1=O)C2(C)C (configuration not stated)	14	0	11	31	12	0.3	-11[fluorescence artefact?]	-1	0.7
COc1ccc(C2NC(C(=O)O)CS2)cc1COCC(F)(F)F (configuration not stated)	21	4	0	4	·	-0.3	-3[fluorescence artefact?]	9	0.7
CC1(C)CC(=O)C=C(Nc2ccc(F)cc2)C1	25	8	-1	33	-6	-0.7	-9	5	1.0
CC(=O)NC1(c2ccccc2)CCN(CC(=O)N2CCC(C)CC2)CC1	1	14	-12	-2	-2	1.6	-2	15	1.4
COc1ccc(SC[C@H](CC(C)C)N2CCN(CCc3ccccc3)CCC2=O)cc1	40	9	·	2	15	·	-5	·	·
O=C(CN1C(=O)/C(=C\c2ccccc2F)SC1=S)Nc1nc2ccccc2s1	-35	19	-17	-84	-15	0.8	-2[fluorescence artefact?]	-3	1.6
Cc1nnc(NC(=O)CSc2ccc(-c3ccco3)nn2)s1	19	3	7	5	14	-0.6	0	-5	0.3
O=C(CSc1nc2c(c(=O)n1-c1ccc(Cl)cc1)SCC2)N1CCOCC1	16	5	-7	-5	18	-1.1	12	8	1.0
CCC(C)(C)NC(=O)c1cc(OC)c(OC)cc1[N+](=O)[O-]	32	1	0	33	-6	-0.3	9	-1	-0.3
NC(=O)C1CCN(C(=O)c2ccc(-c3ccccc3)cc2)CC1	-4	1	-4	6	-1	1.2	0	0	0.5
CCCn1c(-c2cccnc2Cl)nc2cc(Cl)c(Cl)cc21	38	5	8	35	-9	-1.6	9	-2	-1.2
CC(CN1CCCCC1)OC(=O)CCc1ccccc1 (configuration not stated)	20	5	-9	16	21	0.1	-2	3	0.3
CN(C)C=NCCn1c(N2CCOCC2)nc2c1c(=O)n(C)c(=O)n2C	7	17	6	7	16	-0.2	-7[fluorescence artefact?]	0	0.8
CCn1c(CSCc2ccc(C)cc2)nnc1SCC(=O)N1CCN(c2ccccc2)CC1	39	2	-5	30	8	2.3	-6	7	1.5
N/C(=N\OC(=O)Cc1ccc(-c2ccccc2)cc1)c1ccncc1	10	3	-57	-64	10	-0.1	3	7	0.9
CCN(CC)CCN(Cc1cc2ccc(C)cc2[nH]c1=O)C(=S)Nc1ccccc1C(=O)OC	15	5	-22	-32	·	-0.3	-9	7	0.1
Cc1cccc(N2CCN(C(=O)COc3cc(=O)n(C)c4ccccc34)CC2)c1C	25	2	-13	-3	3	0.2	-7	0	0.5
CCSC1(SCC)N=C(N)C2(C#N)C(c3ccc(OC)c(OC)c3OC)C12C#N (configuration not stated)	-13	35	·	-1	6	·	-10	·	·
COC(=O)c1[nH]c2ccc(F)cc2c1NS(=O)(=O)c1ccc(F)c(C)c1	13	8	-23	50	13	0.2	-2[fluorescence artefact?]	3	0.6
O=C(O)c1ccc2c(c1)C(=O)N(c1ccc(Cl)cn1)C2=O	-23	9	-24	8	20	-0.1	3[fluorescence artefact?]	0	0.8
COc1cc(C)nc(Oc2ccc(/C=N/O)cc2)n1	-5	11	2	12	-7	0.6	-4	-4	0.1
CC(C)C(=O)NNS(=O)(=O)c1ccccc1[N+](=O)[O-]	0	6	-11	-34	8	1.6	7	5	0.5
COc1cc(CC(=O)OCC(=O)Nc2cc([N+](=O)[O-])ccc2F)cc(OC)c1OC	-9	6	-20	2	10	0.4	2	0	0.5
COc1cc(/C=N/N=C(/C(=O)c2ccccc2)c2ccccc2)cc(OC)c1O	99*	4	19	47	26	-1.0	-14	-1	-0.5
CCOc1ccccc1/C=N/NC(=O)c1cccc(S(=O)(=O)N(CC)CC)c1	-7	3	8	-37	18	-0.8	-21	-2	0.6
CN(C)/C=N/C(=S)Nc1ccc(Br)cc1F	17	9	13	-2	32	1.9	-4	-2	1.0
CCOc1ccccc1NC(=O)C1CCN(S(=O)(=O)c2ccc(OC)c(OC)c2)CC1	27	4	-4	4	22	-2.2	8	-1	-0.3
O=C(c1cc2ccccc2c(=O)o1)N1CCc2ccccc2C1	16	·	1	3	-8	-0.4	-9	8	0.0
Cc1ccc(S(=O)(=O)NCCN2CCOCC2)cc1	-3	-1	16	12	-11	0.9	6	-1	1.3
COCCCNC(=O)c1ccc2c3c(onc13)-c1ccccc1C2=O	-15	12	1	-29	2	1.7	0	·	1.1
Cc1ccc(C(=O)O/N=C(\N)c2ccccc2)c(Cl)c1	72*	3	-7	1	81*[5 µM]	1.1	0	·	0.9
Cc1cc2ccccn2c1C(=O)Nc1ccc(Cl)cc1	28	4	13	4	-1	-2.3	-7	-1	-0.6
CCOc1cc(/C=C2/C(=O)ON=C2C)ccc1OCc1ccc(F)cc1	99*	11	-5	-2	15	-0.6	-11[fluorescence artefact?]	2	-0.6
COc1ccc(C2c3c(oc4ccccc4c3=O)C(=O)N2CCCN2CCOCC2)cc1 (configuration not stated)	·	9	-6	·	·	0.6	·	5	0.4
CCNc1cc(S(=O)(=O)C(F)(F)F)ccc1N	13	12	2	6	35	3.2	4[fluorescence artefact?]	-1	3.2

# Carrying on.
Molecule	CHOP inh	PGE2 EP2 inh	NPY1 pot ag	EP2 mod	PPC-1+TRAIL kill	TRPN1 ag	14-3-3 Bad inh	NPY Y1 blocker	TRPML3 agonist
Cc1ccc(CSc2nccc(-c3c(C)nc4ccccn34)n2)cc1	60	20	-2	3	7	2.2	-6	·	0.3
COc1cc(NC(=O)c2cc([N+](=O)[O-])ccc2Br)ccc1NC(=O)c1ccco1	-3	9	-41	0	30	-0.5	4	30*	0.4
Cn1c(N)c(C(=O)COC(=O)CCc2ccccc2)c(=O)n(C)c1=O	12	8	-16	-14	19	2.3	-10	5	1.0
CN(CCC#N)C(=O)c1ccc(CNS(=O)(=O)c2ccc(F)cc2)cc1	·	15	-7	·	13	1.3	·	6	0.4
Cc1ccc(NC(=O)COC(=O)C2CC(=O)N(Cc3ccccc3)C2)cc1S(=O)(=O)N(C)C (configuration not stated)	9	1	-1	-1	16	-1.8	1	0	0.4
O=C(CSc1ccc2nnc(-c3ccncc3)n2n1)NCc1ccco1	32	14	-19	5	-1	0.8	7	-5	0.5
CS(=O)(=O)N(CCc1ccccc1)CC(=O)NCC1CCCO1 (configuration not stated)	4	11	-27	21	-1	-0.2	-3	-3	-0.2
C/C(=N\NC(=O)c1nc2ccccn2c1C)c1cc2ccccc2o1	2	5	-7	-18	0	1.0	-20	-5	0.0
CCC(C)NC(=O)c1ccc(CS(=O)(=O)c2ccc(OC)cc2)o1 (configuration not stated)	12	4	20	-11	-4	-1.2	2	-4	0.5
Cc1ccc(OCCCCN2CCC(C)CC2)c(Br)c1	15	3	0	-33	16	-1.0	10[fluorescence artefact?]	2	0.8
CSCCCNC(=O)c1ccc(OC2CCN(C(=O)c3cccnc3)CC2)cc1	0	10	0	2	13	1.1	-10	·	0.4
NS(=O)(=O)c1ccc(NC(=S)Nc2ccc(OCc3ccccc3)cc2)cc1	-5	10	-17	9	4	1.9	5	-2	1.1
CCCCCCCCOC(=O)C1=C(C)Nc2nnnn2C1c1cccs1 (configuration not stated)	70	3	-34	66*	-17	-1.1	2[fluorescence artefact?]	3	-0.5
O=[N+]([O-])c1ccc(N2CCN(Cc3ccccc3)CC2)nc1	16	7	-2	-31	30	1.9	-1	4	1.0
COc1ccccc1NC(=O)CC1C(=O)Nc2ccccc2N1C(=O)c1ccccc1 (configuration not stated)	-20	6	13	-20	-5	-2.4	8	3	0.6
O=C1c2ccccc2S(=O)(=O)N1Cc1cccc(S(=O)(=O)N2CCOCC2)c1	14	6	21	-13	9	1.8	7	-5	1.2
COCCCNc1nc2nonc2nc1NCCSC	13	5	4	33	19	3.7	-5	·	1.2
COc1ccccc1C(=O)Nc1ccc2c(c1)nc1n2CCSC1	6	8	1	-7	28[5 µM]	0.5	1	3	-0.1
Cc1ccc(NC(=O)NC2CCCCC2)c(C)c1	-4	10	5	-20	32	-0.6	1	1	0.7
CCOc1ccccc1-c1nc(CN(Cc2cnn(C)c2)C(C)C)c(C)o1	1	7	2	8	5	-0.9	-6	4	0.6
Cc1cc(NC(=O)CSc2nnc(C)n2-c2ccccc2C)no1	7	7	2	-4	23	0.0	8	2	0.3

# These rows are one share of the data; rates above refer to the full screens.
